GAA glycogen: alters human alpha-glucosidase cleavage of glycogen; P10253; recombinant GAA, glycogen substrate, Amplex Red glucose oxidase fluorescence; Potency, µM (doses to about 76.4 µM), for the others: at the top dose activity change, negative = inhibition, actives largely listed as inhibitors; 0.38% of 300,000 active; AID 2100;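 also: 0% = full enzyme reaction and -100% = no-enzyme basal signal; the screen sought inhibitors and activators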
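Recombinant enzyme (4 nM final) with compounds titrated up to 77 uM and bovine liver glycogen (30 ug) in citrate pH 5.0, 0.01% Tween-20, 37 C 40 min. Released glucose detected by Amplex Red/glucose oxidase (Ex 573/Em 610); AC50 from Hill fits.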
TR SRC2 fluor cs: Texas Red fluorescence interference in TRb-SRC2 counter-screen; TRb/SRC2 Texas Red total fluorescence interference; Potency, µM (series often up to 106 µM), for inactives: at the highest dose fluorescence change, negative = quenching; 0.29% of 280,000 active; active = well fitted curve in either direction with a large enough effect; inconclusive = small, poorly fitted or top-dose-only effect
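Human TRb ligand-binding domain at 0.6 uM with 20 nM Texas Red SRC2 peptide in Tris buffer containing 1 uM T3 and 5% DMSO, incubated with compound 5 h at ambient temperature. Total fluorescence (555/632 nm) calculated as parallel + 2 × perpendicular.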
GAA inhib: inhibitors of human lysosomal alpha-glucosidase; 0.005% of 200,000 active; purified human GAA, 4-MU-alpha-glucoside fluorescence; Potency, µM (top dose mostly 76.9 µM), for inactives: at the top dose activity change, negative = inhibition, most hits filed as inhibitors; AID 1466; P10253;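 also: plate controls were uninhibited enzyme wells for no effect and no-enzyme background for full effect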
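Activity normalized between no-enzyme (basal) and enzyme-only wells. Conditions: 4 nM human enzyme, 400 uM fluorogenic substrate, citrate/phosphate pH 5.0 with Tween-20, 20 min room temperature, compounds up to 77 uM.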
L3MBTL1 block: L3MBTL1 (human) inhibition; AlphaScreen L3MBTL1–H3K9me1 peptide binding; Potency, µM (doses to about 57.1 µM), for inactives: top-dose activity, negative = inhibition, actives largely listed as inhibitors; 0.66% of 230,000 active; AID 485360; also: nearly all actives have a fitted effect of over 60% in size
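L3MBTL1 50 nM + b-AHA-H3(1-15)K9me1 75 nM, 30 min RT; compound added, 30 min RT; streptavidin donor/Ni-chelate acceptor beads 10 ug/mL each final, 30 min RT dark; AlphaScreen read.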
GAA spleen mod: lysosomal alpha-glucosidase (human) modulation. P10253. human spleen homogenate, 4-MU-alpha-glucoside fluorescence. Potency, µM (series often up to 79.9 µM), without a hit: top-dose activity change, negative = inhibition, usual class: inhibitors. 0.006% of 240,000 active;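 also: 0% = enzyme with vehicle and -100% = no enzyme basal signal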
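Human spleen homogenate (1 ug) incubated with compounds and 1 mM 4-methylumbelliferyl-alpha-D-glucopyranoside in pH 5.0 citrate/phosphate buffer, 37 C, 40 min. Stopped at pH 10; 4-MU fluorescence (Ex 365/Em 440 nm); AC50 by Hill fit.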
TRb SRC2 PPI: disrupts binding of human TR beta to SRC2 | P10828 | TRbeta-SRC2 peptide binding, fluorescence polarization; receptor liganded with 1 µM T3 | Potency, µM (doses to about 106 µM), for the others: at the highest dose activity change, negative = inhibition, most hits filed as inhibitors | 0.065% of 280,000 active;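 also: plate controls were bound peptide for no effect and peptide without receptor for full effect; nearly all actives have a fitted effect of over 50% in size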
Target sequence (P10828 whole entry, looked up): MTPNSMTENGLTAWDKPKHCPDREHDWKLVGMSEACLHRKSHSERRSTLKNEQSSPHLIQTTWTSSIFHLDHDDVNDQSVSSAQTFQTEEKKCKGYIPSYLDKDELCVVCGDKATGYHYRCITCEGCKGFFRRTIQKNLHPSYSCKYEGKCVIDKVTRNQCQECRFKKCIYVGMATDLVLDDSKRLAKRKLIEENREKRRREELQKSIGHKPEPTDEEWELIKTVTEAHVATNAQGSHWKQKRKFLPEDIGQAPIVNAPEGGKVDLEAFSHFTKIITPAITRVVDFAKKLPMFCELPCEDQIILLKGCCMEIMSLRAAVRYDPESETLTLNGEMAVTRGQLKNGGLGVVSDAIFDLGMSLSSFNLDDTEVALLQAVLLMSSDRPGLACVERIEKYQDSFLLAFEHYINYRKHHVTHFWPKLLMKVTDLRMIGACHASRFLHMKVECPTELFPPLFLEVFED
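Decrease in fluorescence polarization of 20 nM Texas Red SRC2 coactivator peptide flagged inhibition of its binding to 0.6 uM TRb LBD; 1 uM T3 included, incubation 5 hr, ex 555/em 632 nm.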
RECQ1 helicase: inhibitors of human RECQ1 DNA helicase; 0.54% of 240,000 active; Potency, µM (doses to about 57.3 µM), without a hit: at the top dose activity, negative = inhibition, actives largely listed as inhibitors; AID 2549; RECQ1 DNA unwinding, red fluorescence kinetic read;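 also: plate controls were vehicle for no effect and no enzyme for full effect; nearly all actives have a fitted effect of over 30% in size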
Target sequence (P46063 whole entry, looked up): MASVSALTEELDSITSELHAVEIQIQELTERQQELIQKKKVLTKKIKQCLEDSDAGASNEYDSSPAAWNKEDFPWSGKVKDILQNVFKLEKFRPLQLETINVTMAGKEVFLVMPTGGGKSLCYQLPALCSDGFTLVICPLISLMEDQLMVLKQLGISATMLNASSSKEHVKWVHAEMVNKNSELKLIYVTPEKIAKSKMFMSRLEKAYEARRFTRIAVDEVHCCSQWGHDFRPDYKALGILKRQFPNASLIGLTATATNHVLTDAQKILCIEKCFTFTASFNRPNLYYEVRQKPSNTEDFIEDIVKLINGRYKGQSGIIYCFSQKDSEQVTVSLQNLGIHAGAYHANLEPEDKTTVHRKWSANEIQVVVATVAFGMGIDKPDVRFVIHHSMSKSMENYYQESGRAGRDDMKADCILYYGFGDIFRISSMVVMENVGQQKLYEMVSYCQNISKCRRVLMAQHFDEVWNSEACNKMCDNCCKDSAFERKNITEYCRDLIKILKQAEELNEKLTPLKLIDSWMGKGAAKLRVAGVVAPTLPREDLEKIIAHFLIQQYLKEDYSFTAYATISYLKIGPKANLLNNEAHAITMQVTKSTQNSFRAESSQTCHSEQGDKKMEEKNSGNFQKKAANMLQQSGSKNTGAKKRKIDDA
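RECQ1T1 50 nM; forked duplex (20 bp + 30-nt ss tails) 200 nM, ATP 2 mM final; pH 8.0, 2 mM MgCl2, 2.5 ug/ml poly(dI-dC); 15 min compound preincubation; discontinuous kinetic read over 2 h at RT.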
RGS12 GoLoco inh: RGS12 GoLoco-Gai1 interaction inhibition; Potency, µM (titrated, usually from 61.6 µM), for the others: at the highest dose activity, negative = inhibition, actives largely listed as inhibitors; 0.44% of 230,000 active; AID 880; Gai1:RGS12 GoLoco peptide FP, rhodamine, 10 min; active = well fitted inhibition curve with a large enough effect, not every such curve was filed as active; inactive = no such curve, though single readings can be large or run the other way; also: nearly all actives have a fitted effect of over 30% in size; many of its hits are not listed in these tables
* = called active by the depositor; i = inactive; ? = inconclusive; · = no result given; [ ] = remark or other dose. Unless noted, calls follow the shape of the dose curve; as a rule, active = well fitted curve in the direction sought with a large enough effect; inconclusive = small, poorly fitted or top-dose-only effect, or another doubt; inactive = no such curve, though single readings can be large; an effect the other way counts as inactive or inconclusive. Unless noted, % is scaled to controls: 0 for no effect and ±100 for the full control effect; potency is read from the fitted curve at half-maximal effect.

[1] CCc1[nH]nc2c1C1(CCOC1C)C(C#N)=C(N)O2 (stereo not drawn)
[2] CCc1c(C)nc(SCC(=O)N2CCCCC2CC)[nH]c1=O (stereo not drawn)
[3] CO[C@@H]1COC(=O)[C@@H](CCSC)NC(=O)C/C=C\[C@@H](C)COC(=O)[C@H](C)NC(=O)C/C=C\[C@H]1C
[4] CCN(CC)c1nc(C)c(C(C)=O)cc1C#N
[5] O=C(Nc1ccc(-c2csc(Nc3cccc(C(F)(F)F)c3)n2)cc1)c1cccc(C(F)(F)F)c1
[6] O=C(Nc1scc(-c2ccccc2)c1C(=O)O)c1ccco1
Compound,1,2,3,4,5,6
GAA glycogen,-12%,3%,·,-1%,-12%,4%
TR SRC2 fluor cs,-4%,-1%,3%[11.2 µM],2%,-1%,2%
GAA inhib,-12%,·,·,-5%,·,0%
L3MBTL1 block,-3%,·,·,·,·,-1%
GAA spleen mod,2%,4%,-3%[17.4 µM],8%,4%,-4%
TRb SRC2 PPI,1%,-1%,-3%[11.2 µM],-20%,1%,4%
RECQ1 helicase,0%,-4%,0%[11.5 µM],i,-6%,5%
RGS12 GoLoco inh,-2%,3%,·,4%,5%,1%

[7] O=C(Nc1ccccc1N1CCOCC1)C1CCCCN1S(=O)(=O)c1ccccc1 (stereo not drawn)
[8] Cc1nn(C)cc1CN1CCCC(C(=O)c2ccc(-c3ccccc3)cc2)C1 (stereo not drawn)
[9] O=c1[nH]c(-c2ccccc2)c(-c2ccccc2)[nH]1
[10] Cc1ccc(-c2c(=O)n(OCc3ccccn3)c3ccccc3[n+]2[O-])cc1
[11] c1ccc(CSc2nnc(-c3sccc3-n3cccc3)o2)cc1
[12] N#Cc1nc(COc2ccccc2)oc1N1CCN(c2cccc(Cl)c2)CC1
Compound,7,8,9,10,11,12
GAA glycogen,5%,10%,?,3%,-12%,-4%
TR SRC2 fluor cs,-2%,-4%,2%,-2%,0%,0%
GAA inhib,1%,8%,10%,-2%,6%,-3%
L3MBTL1 block,-8%,-1%,-8%,-2%,6%,-2%
GAA spleen mod,0%,-4%,-27%,-1%,-7%,-5%
TRb SRC2 PPI,8%,-1%,-8%,-4%,-11%,-1%
RECQ1 helicase,-8%,16%,i,-2%,-6%,-6%
RGS12 GoLoco inh,10%,11%,-9%,·,5%,4%

[13] Cc1ccc(C(=O)CCC(=O)O)cc1
[14] CCCc1nc2ccccc2c(=O)n1CC(=O)c1ccccc1
[15] O=C(NCc1ccco1)c1scc2c1OCCO2
[16] Cc1ccccc1CNC(=O)CCc1ccccc1
[17] O=C(Nc1cccnc1)c1cc(F)c(F)cc1Cl
[18] COc1ccc(C(=O)c2ccccc2)cc1
Compound,13,14,15,16,17,18
GAA glycogen,-3%,-7%,-2%,10%,-1%,5%
TR SRC2 fluor cs,1%,-2%,-5%,-1%,-5%,-1%
GAA inhib,-1%,·,?,-10%,0%,5%
L3MBTL1 block,·,-2%,-1%,4%,·,·
GAA spleen mod,-2%,-3%,6%,0%,-2%,-3%
TRb SRC2 PPI,-1%,2%,-4%,-4%,3%,4%
RECQ1 helicase,i,-18%,31%,33%,-2%,-9%
RGS12 GoLoco inh,12%,8%,-8%,-7%,-3%,9%

[19] O=C(CSc1nnc(-c2cccnc2)o1)OC1CCCCC1
[20] CC1CCN(c2ccc(C(=O)OCC(=O)NCCN3C(=O)CSC3=O)cc2[N+](=O)[O-])CC1
[21] CS(=O)(=O)Nc1ccc(C2=NN(S(=O)(=O)c3ccccc3)C(c3cccs3)C2)cc1 (stereo not drawn)
[22] CCCCC(CC(O)COCCC)c1n[nH]c(=S)n1-c1ccccc1 (stereo not drawn)
[23] COc1ccccc1/C=N/N(C(C)=O)c1nc(-c2ccc(F)cc2)cs1
[24] Cc1nc(C)c(C(=O)N(c2ccc(C)c(C)c2)C(C(=O)NCc2ccco2)c2ccccc2)s1 (stereo not drawn)
Compound,19,20,21,22,23,24
GAA glycogen,3%,0%,-7%,-12%,8%,4%
TR SRC2 fluor cs,-5%,-1%,1%,-1%[53 µM],1%,-3%
GAA inhib,-9%,-12%,0%,-5%,?,-16%
L3MBTL1 block,-1%,·,·,-1%,-3%,-5%
GAA spleen mod,?,3%,-15%,-14%,2%,-11%
TRb SRC2 PPI,-1%,-5%,7%,1%[53 µM],7%,0%
RECQ1 helicase,5%,-5%,i,-8%,-10%,-17%
RGS12 GoLoco inh,4%,-4%,88%[activator],24%,-7%,0%

[25] COC(=O)c1ccc(COc2nc(C)cc(C)c2C#N)o1
[26] COc1cc(C(=O)N/N=C/c2sc(=O)n(-c3ccccc3)c2Cl)cc(OC)c1OC
[27] COc1cccc(NC(=O)CSc2nnc(Cn3c(=O)sc4ccccc43)n2C)c1
[28] Cc1cc(C)c2sc(NNC(=O)C3COc4ccccc4O3)nc2c1 (stereo not drawn)
[29] COc1ccc(OC)c(NC(=O)c2ccc(NC(C)=O)cc2)c1
[30] CCOC(=O)C(=O)Nc1ccccc1C(=O)NCc1ccccc1
Compound,25,26,27,28,29,30
GAA glycogen,2%,-2%,0%,-2%,-8%,5%
TR SRC2 fluor cs,0%,0%,4%,-3%,-4%,-2%
GAA inhib,0%,-6%,-11%,-3%,0%,10%
L3MBTL1 block,·,-6%,-18%,3%,3%,-3%
GAA spleen mod,-13%,-8%,1%,1%,-1%,5%
TRb SRC2 PPI,3%,5%,7%,5%,10%,1%
RECQ1 helicase,-6%,-2%,-3%,-22%,-4%,i
RGS12 GoLoco inh,0%,78%[activator],5%,8%,·,5%

[31] CN(C(=O)CSc1nc(N)nn1-c1ccccc1)c1ccccc1
[32] NC(=O)c1ccc(NC(=O)COC(=O)CCCc2c[nH]c3ccccc23)cc1
[33] COc1cc(/C=N/NC(=O)c2cccc(NC(=O)c3ccccc3Cl)c2)ccc1O
[34] O=C(CCC(=O)OCC(=O)c1ccc(F)cc1)NC1CCCCC1
[35] N#Cc1c(N(CCO)CCO)nc(N)c2c(N)nc3c(c12)CC(=O)N3Cc1cccs1
[36] O=C(CCSCCc1ccccn1)Nc1ccc(Br)cn1
Compound,31,32,33,34,35,36
GAA glycogen,-14%,2%,?,-5%,?,2%
TR SRC2 fluor cs,-2%,-2%,-2%,-6%,-2%,-3%
GAA inhib,-2%,1%,-12%,4%,·,-3%
L3MBTL1 block,·,6%,·,·,-24%,·
GAA spleen mod,4%,5%,-8%,-1%,2%,3%
TRb SRC2 PPI,-2%,1%,6%,-6%,1%,-6%
RECQ1 helicase,-7%,-2%,-20%,-4%,16%,-14%
RGS12 GoLoco inh,2%,12%,-9%,8%,11%,-7%

[37] O=S(=O)(c1ccccc1)c1nc(Nc2cccc(O)c2)sc1Cl
[38] O=C(CSc1nnc(-c2ccccc2)o1)Oc1ccc(Br)cc1
[39] CCCC(C)(C)C(=O)Nc1ccc(Cl)cc1
[40] CCOc1ccc(-c2noc(CCCC(N)=O)n2)cc1OC
[41] CCCNC(=O)c1ccc2c(=O)n(Cc3ccco3)c(=S)[nH]c2c1
[42] Cn1c(=O)cc(OCC(=O)NCc2cccnc2)c2ccccc21
Compound,37,38,39,40,41,42
GAA glycogen,-12%,-1%,·,-6%,-15%,-2%
TR SRC2 fluor cs,0%,0%,-1%,0%,-2%,-2%
GAA inhib,-6%,-4%,·,-1%,-5%,7%
L3MBTL1 block,-5%,·,·,·,·,3%
GAA spleen mod,-3%,5%,-3%,0%,10%,-10%
TRb SRC2 PPI,-1%,-12%,-6%,0%,-1%,-5%
RECQ1 helicase,i,-4%,-11%,-2%,-6%,9%
RGS12 GoLoco inh,-3%,8%,·,27%,0%,0%

[43] O=c1c2ccc(Cl)cc2nc(-c2cccc(C(F)(F)F)c2)n1O
[44] O=c1ccc(/C=C/c2ccccc2)nn1Cc1ccc(Cl)cc1Cl
[45] Nc1nc(SCC(=O)Nc2ccc(Cl)cc2)[nH]c(=O)c1-c1ccccc1
[46] CCOCCCNC(=O)c1ccc2c(c1)OCO2
[47] COc1cccc(C(O)c2nc3ccccc3n2C(C)C)c1 (stereo not drawn)
[48] O=C(NNC1=Nc2ccccc2SC1)c1ccc(F)cc1
Compound,43,44,45,46,47,48
GAA glycogen,-2%,-3%,10%,-6%,-4%,8%
TR SRC2 fluor cs,-2%,-2%,2%,4%,0%,-1%
GAA inhib,4%,-1%,-3%,-2%,1%,·
L3MBTL1 block,-1%,·,·,1%,·,-4%
GAA spleen mod,3%,-6%,-19%,-2%,-7%,0%
TRb SRC2 PPI,2%,0%,-3%,0%,0%,0%
RECQ1 helicase,-12%,-5%,i,-13%,i,-12%
RGS12 GoLoco inh,4%,6%,1%,-1%,-2%,3%

Some of the entries above in another layout.
No. | Compound | GAA glycogen | TR SRC2 fluor cs | GAA inhib | L3MBTL1 block | GAA spleen mod | TRb SRC2 PPI | RECQ1 helicase | RGS12 GoLoco inh
42 | Cn1c(=O)cc(OCC(=O)NCc2cccnc2)c2ccccc21 | -2% | -2% | 7% | 3% | -10% | -5% | 9% | 0%
43 | O=c1c2ccc(Cl)cc2nc(-c2cccc(C(F)(F)F)c2)n1O | -2% | -2% | 4% | -1% | 3% | 2% | -12% | 4%
44 | O=c1ccc(/C=C/c2ccccc2)nn1Cc1ccc(Cl)cc1Cl | -3% | -2% | -1% | · | -6% | 0% | -5% | 6%
45 | Nc1nc(SCC(=O)Nc2ccc(Cl)cc2)[nH]c(=O)c1-c1ccccc1 | 10% | 2% | -3% | · | -19% | -3% | i | 1%
46 | CCOCCCNC(=O)c1ccc2c(c1)OCO2 | -6% | 4% | -2% | 1% | -2% | 0% | -13% | -1%
47 | COc1cccc(C(O)c2nc3ccccc3n2C(C)C)c1 (stereo not drawn) | -4% | 0% | 1% | · | -7% | 0% | i | -2%
48 | O=C(NNC1=Nc2ccccc2SC1)c1ccc(F)cc1 | 8% | -1% | · | -4% | 0% | 0% | -12% | 3%

An excerpt; rates above refer to the full screens.
